High-throughput results (PubChem BioAssay)
Insulin prom inh – TRM-6 insulin promoter activity inhibition. TRM-6 cells (human fetal islet line), insulin promoter-eGFP reporter, imaging; reporter expression induced with tamoxifen. inhibition, % at 2 µM. 0.9% of 130,000 active;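 active = inhibition above the mean plus 3 SD, with well images judged a real hit on visual review, cut at about 60% in these data, passing the limit was not always enough; inconclusive = inhibition over the cutoff but images rejected on review; inactive = inhibition not above the cutoff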
SDO1 yeast rescue – restores growth of sdo1-depleted yeast. S. cerevisiae sdo1-depleted JHY4D growth rescue, OD600 30 h; stronger effect = higher value; pdr5 snq2 efflux-pump mutant strain. z-score at 10 µM. 0.21% of 140,000 active. AID 817;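 active = z-score above 3 at both the 24 hr and the 30 hr optical density reads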;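 also: z-score against mean and SD of all compound wells on the same plate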
SDO1 yeast rescue Rescue 24 h – recorded beside SDO1 yeast rescue, whose call it bears; z-score; S. cerevisiae sdo1-depleted JHY4D growth rescue, OD600; measured here: growth rescue at 24 h;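 0 is the plate mean of compound wells and units are plate SD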
* = called active by the depositor; u = inconclusive; x = no result given.

The opening two records, to show the layout:
Every second line gives: SDO1 yeast rescue, Insulin prom inh, SDO1 yeast rescue Rescue 24 h
O=C(O)c1oc2ccccc2c1CN1CCN(c2ccccc2)CC1
 : 0.69, 9, 0.14
CCOc1ccccc1-n1c(SCC(N)=O)nnc1-c1ccco1
 : 0.33, -23, -0.78

The list itself, repeating the preview:
Every second line gives: SDO1 yeast rescue, Insulin prom inh, SDO1 yeast rescue Rescue 24 h
O=C(O)c1oc2ccccc2c1CN1CCN(c2ccccc2)CC1
 : 0.69, 9, 0.14
CCOc1ccccc1-n1c(SCC(N)=O)nnc1-c1ccco1
 : 0.33, -23, -0.78
CCOc1ccc(C(=O)Cc2cc(OC)c(OC)cc2[N+](=O)[O-])cc1
 : -1.3, x, -0.79
Cc1cc(Sc2nc(NC(C)(C)C)nc(N3CCOCC3)n2)nc(Cl)n1
 : 0.5, -3, 0.48
C/C(Cl)=C\Cn1c(N2CCCC2)nc2c1c(=O)[nH]c(=O)n2C
 : -0.34, 24, -0.9
CCN(Cc1ccncc1)C(=O)c1cccs1
 : 0.48, -9, 0.35
Cn1nc(C(=O)NCCOc2ccccc2)c2ccccc2c1=O
 : x, 20, x
Cc1cc(C)cc(OCC(O)CN2CCN(Cc3ccc4c(c3)OCO4)CC2)c1 (stereo not given)
 : x, u, x
COc1cccc2c1nc(C)c1cc(C)oc12
 : -0.06, x, -0.04
CC(C)N(Cc1nc(-c2ccccc2)no1)C(=O)c1ccc(Cl)cc1
 : -0.46, x, 1.4
N#C/C(=C/c1cn(-c2ccccc2)nc1-c1cccc(S(=O)(=O)N2CCOCC2)c1)C(=O)NCc1ccco1
 : -1.2, 26, 0.25
Cc1ccccc1CSc1nc2n(n1)C(c1cccs1)C1=C(CCCC1=O)N2 (stereo not given)
 : -0.45, 0, -0.48
COc1cc(C2/C(=C(/O)c3ccc(F)cc3)C(=O)C(=O)N2CCCC(=O)O)ccc1O (stereo not given)
 : 1.3, 57, 0.32
CCC(=O)Nc1cccc(-c2nc3ccccc3o2)c1
 : -0.32, -300, -0.66
CCS(=O)(=O)C1=NN2C(=N)/C(=C\c3ccc(SCc4ccco4)o3)C(=O)N=C2S1
 : x, 11, x
COCc1nnc(NC(=O)CC(C)C)s1
 : 0.78, -488, 0.01
NC(=O)C(CC(=O)O)NC(=O)[C@@H]1CCOc2c(I)cc([N+](=O)[O-])cc2C(=O)N[C@@H](CO)C(=O)N[C@@H](Cc2ccc(O)cc2)C(=O)N1 (stereo not given in full)
 : -0.11, 45, -0.56
O=C(NCc1ccccc1)C(c1ccco1)N(C(=O)c1cnccn1)c1ccc(F)cc1 (stereo not given)
 : -0.03, -42, 0.27
O=C(Cc1ccccc1)NC(=S)Nc1ccc2oc(-c3ccccc3F)nc2c1
 : -1.3, 23, 0.58
Cc1ccc(S(=O)(=O)Cn2nnnc2C(C)N2CCN(C(=O)c3ccco3)CC2)cc1 (stereo not given)
 : -0.08, -62, -0.04
Cc1ccc(Cn2nnc3c(=O)[nH]c(C4CCN(C(=O)Cc5cccs5)CC4)nc32)cc1
 : 0.33, -27, 0.52
COC(=O)C(NC(=O)c1ccco1)(Nc1ccc(Br)cn1)C(F)(F)F (stereo not given)
 : -0.43, x, 0.13
CC(=O)Oc1c(C)cc(O)c2ccccc12
 : -0.47, 35, -0.18
Cc1nc(C)c(CC(=O)N/N=C/c2ccc(O)cc2)c(=O)[nH]1
 : 0.14, 37, -0.25
Nn1cnc2scc(-c3cccs3)c2c1=O
 : x, 10, x
Nc1cc(=O)[nH]c(SCc2ccc(Cl)cc2)n1
 : 0.27, 19, -0.98
CCOC(=O)c1[nH]c2cc3c(cc2c1NC(=O)CN1CCC(C)CC1)OCO3
 : 0.11, x, -0.66
Cc1cc(C)nc(SC2CCCCC2O)n1 (stereo not given)
 : 0.68, 39, 0.38
Cc1ccc(OCCNC(=O)/C=C/c2ccc([N+](=O)[O-])cc2)cc1C
 : -1, x, -0.9
COc1ccccc1/C=C/C(=O)OCCCN(C)C
 : x, -59, x
COc1cc(/C=N/NC(N)=O)cc(Br)c1OCc1ccc(C)cc1
 : -0.8, 0, 0.84
O=C(/C=C/c1ccc(Cl)c([N+](=O)[O-])c1)Nc1cccnc1
 : 0.04, 9, -0.4
O=C(CCN1CCOCC1)N1CCc2c([nH]c3ccccc23)C1c1cccc(Cl)c1 (stereo not given)
 : x, -30, x
O=C(CSCc1cccc(Br)c1)N=Nc1c(O)[nH]c2ccccc12
 : 0.08, 0, -0.34
Cn1c(CNC(=O)c2cccs2)nnc1SCC(=O)Nc1ccccc1
 : 1.1, -21, 0.42
Cc1cccc2sc(NC(=O)c3ccc(Cl)s3)nc12
 : -0.85, x, -1.1
CC1CN(c2nc3c(c(=O)n(C)c(=O)n3C)n2Cc2c(F)cccc2Cl)CC(C)O1 (stereo not given)
 : -0.71, x, -0.42
COc1ccccc1-c1nc(NC(C)=O)n[nH]1
 : 0.44, x, 0.24
Cc1ccc(-c2cc(C(=O)Nc3nccs3)c3ccccc3n2)c(C)c1
 : -1.1, -76, -0.43
CCN(CC(=O)Nc1ccc2c(c1)CCC2)Cc1nc2ccccc2c(=O)[nH]1
 : -1.4, 0, -0.42
Cc1ccc2[nH]c(=O)c(C3C(C#N)=C(N)Oc4c3ccc3cccnc43)cc2c1 (stereo not given)
 : -1.9, 54, -0.92
CS(=O)(=O)N(CC(=O)O)c1ccc(Oc2ccccc2)cc1
 : 1.2, 47, 1.7
Cc1cc(C)c(C(=O)Cn2cnc3cc([N+](=O)[O-])ccc3c2=O)cc1C
 : x, 0, x
COc1cc(OC)c(NC(=O)c2cccc(F)c2)cc1Cl
 : 0.87, -62, 1
CCc1ccc(NC(=O)N(CCCN2CCOCC2)C(C)c2cc3cccc(OC)c3o2)cc1 (stereo not given)
 : -1.4, -22, -0.89
O=C(CSc1nnc(-c2ccco2)o1)NC(=O)Cc1ccccc1
 : 0.91, 14, 2.1
C=CCn1c(COc2ccccc2F)nnc1SCC(=O)Nc1cc2oc3ccccc3c2cc1OC
 : -0.91, -6, 0.7
CCOC(=O)c1nn(-c2ccc(OCC)cc2)c2nc(-c3ccco3)c(C#N)c(=O)n12
 : -0.53, 44, 0.05
Cc1cccc(NC(=O)c2ccc(C3SCC(=O)N3CCc3ccccc3)cc2)c1C (stereo not given)
 : -0.31, -11, -0.2
S=c1[nH]nc(COc2ccccc2)n1/N=C/C(Cl)=C/c1ccccc1
 : -1.2, 3, -0.16
CCOc1ccc(CSC2=NCCN2)cc1[N+](=O)[O-]
 : 0.83, 17, 0.2
O=C(CCN1C(=O)C2C3CCC(C3)C2C1=O)Nc1ccc([N+](=O)[O-])cc1 (stereo not given)
 : x, -61, x
COC(=O)C(C(=O)Nc1cc(C)on1)C1CCCCCC1 (stereo not given)
 : 0.4, 60, 0.45
Clc1ccc(Cc2ccc(Cl)nn2)c(Cl)c1
 : 0.32, -12, 0.28
C=C(C(=O)c1ccccc1)C(CC(=O)c1ccccc1)c1ccccc1 (stereo not given)
 : -1.2, x, -0.89
O=C(NCc1ccco1)c1cnn2c(C(F)F)cc(-c3ccccc3)nc12
 : 0.37, 10, 1.9
CCCCCC(=O)Nc1ccc(N2CCN(C(=O)c3ccccc3)CC2)cc1
 : 0.34, 35, 0.39
CCOC(=O)C1CCN(c2nc3ccccc3nc2C(C#N)C(=O)OC(C)COC)CC1 (stereo not given)
 : -1.1, -34, -0.44
CCN(CC)CCNC(=O)c1ccc(CS(=O)(=O)c2ccc(Br)cc2)o1
 : -0.55, x, -1.1
Cc1nnc(SCC(N)=O)n1CCc1ccccc1
 : 0.9, 72, 0.87

Additional results follow:
Every second line gives: SDO1 yeast rescue, Insulin prom inh, SDO1 yeast rescue Rescue 24 h
COc1ccc(C(=O)Nc2ccc(Oc3ncnc4sc(-c5ccccc5)cc34)cc2)cc1OC
 : -0.2, 38, 0.57
Cc1cc(=O)[nH]c(-c2ccccc2O)n1
 : 0.55, x, 0.76
Cc1csc(NC(=O)CSc2nnc(-c3ccoc3C)n2Cc2ccco2)n1
 : -0.48, x, -1
CCCC(c1nnnn1Cc1ccco1)N1CCN(C2CCCC2)CC1 (stereo not given)
 : 1.2, x, 1.7
COc1cccc(C2=CC(c3ccc(N(C)C)cc3)n3ncnc3N2)c1 (stereo not given)
 : -1.3, 0, -1.1
Cc1ccc(CC2CC(=O)N(c3ccncc3)C2=O)cc1 (stereo not given)
 : -0.54, x, 0.67
Cc1cccc(-n2ncc3c(NCc4ccc5c(c4)OCO5)ncnc32)c1
 : -1.8, 11, -0.64
O=C(NCCCCO)C(F)(F)C(F)(F)C(F)(F)C(=O)NCCCCO
 : 0.19, 23, 0.22
COCCN(C(=O)CCC(=O)Nc1ccccn1)C(C(=O)NC1CCCC1)c1ccc(OC)cc1 (stereo not given)
 : 0.67, 19, 0.87
O=C(CSc1ncn(-c2ccccc2)n1)c1cccs1
 : -0.04, 60, 1.6
CC(C)OC(=O)C(CC(=O)O)NCc1ccccc1 (stereo not given)
 : 1.5, x, 1.1
CCN(CC)C(=O)c1cc2c(=O)n3cccc(C)c3nc2n1C
 : -0.64, x, -0.66
Nc1ccc(Cc2nc3c(ccc4ccccc43)[nH]2)cc1
 : -0.41, 27, -1.2
CC[n+]1ccc(C)c2cc(S(=O)C(F)(F)F)ccc21 (stereo not given)
 : 0.18, x, -0.34
CC1(C)CC(=O)C(C(=O)CCCCC(=O)C2C(=O)CC(C)(C)CC2=O)C(=O)C1
 : 0.64, -32, 0.96
O=C(OCc1ccccc1)N1CCOCCOCCN(C(=O)OCc2ccccc2)CCOCCOCC1
 : -1.5, 0, -1.2
CC(=O)N/C(=C/c1ccc2c(c1)OCO2)C(=O)NCC(=O)O
 : 0.18, 7, -0.22
CCOCC(=O)N(CC)Cc1ccccc1
 : x, -33, x
Cc1ccc(Cn2ccc(NC(=O)CCSc3nc(-c4ccco4)cc(C(F)(F)F)n3)n2)cc1
 : -0.51, 16, 0.53
CC(=Nc1ccccc1)C1=C(O)CCCC1=O
 : 1.6, -32, 1.9
Cc1ccc(CNC2=NCCCCC2)n1C
 : 0.65, 50, 0.66
CCOC(=O)c1ccc2c(c1)nc(COc1ccc(OC)cc1)n2CC
 : -2.4, 28, -1.8
O=C(Nc1ccccc1)N1CCC(c2nc(-c3ccc(S(=O)(=O)N4CCOCC4)cc3)no2)CC1
 : -0.72, x, -0.11
CC(/C=C/c1ccc(O)cc1)=N/O
 : -0.79, 50, -0.87
O=[N+]([O-])c1cccc(C2=NCCS2)c1
 : 0.63, 14, 0.08
Cc1nc2nc3c(cn2n1)C(=O)CC(c1ccccc1)C3 (stereo not given)
 : 0.19, x, 0.23
CCOC1(OCC)C(c2ccc(Cl)cc2)C(C#N)(C#N)C1(OCC)OCC (stereo not given)
 : -0.71, -49, -1.3
Nc1c2c(=O)oc(-c3ccccc3)cc2nn1-c1ccccc1
 : -0.49, 54, -0.12
CC(=O)Nc1ccc(Oc2cnccn2)cc1
 : 0.67, x, -0.2
CCOc1ccccc1N1C(=O)CC(N(O)c2ccccc2)C1=O (stereo not given)
 : -0.24, x, -0.58

Some entries already given, showing only Insulin prom inh and SDO1 yeast rescue.
Molecule	Insulin prom inh	SDO1 yeast rescue
COc1ccc(C(=O)Nc2ccc(Oc3ncnc4sc(-c5ccccc5)cc34)cc2)cc1OC	38	-0.2
O=[N+]([O-])c1cccc(C2=NCCS2)c1	14	0.63
CC1(C)CC(=O)C(C(=O)CCCCC(=O)C2C(=O)CC(C)(C)CC2=O)C(=O)C1	-32	0.64
CC[n+]1ccc(C)c2cc(S(=O)C(F)(F)F)ccc21 (stereo not given)	x	0.18
CC(C)OC(=O)C(CC(=O)O)NCc1ccccc1 (stereo not given)	x	1.5

More results:
Every second line gives: SDO1 yeast rescue, Insulin prom inh, SDO1 yeast rescue Rescue 24 h
Cc1ccc(Nc2nnns2)cc1
 : 0.15, 18, -0.41
Cc1ccc(-c2csc(=S)[nH]2)cc1
 : x, 40, x
Cc1cccc(CN2CCC(C(N)=O)CC2)c1
 : 1, -6, 1.3
COc1ccc(-c2cc(=O)c3ccccc3[nH]2)cc1
 : -0.16, -33, -0.17
CCCOC(=O)c1c(NC(=O)CSc2nc(-c3ccco3)cc(C(F)(F)F)n2)sc(C(=O)OC)c1C
 : -0.62, x, -1.2
O=c1c(-c2ccccc2)coc2c(CN3CCCC3)c(O)ccc12
 : 0.41, 29, 0.21
CCN1/C(=C/c2ccc3cccc(C)c3[n+]2CC)Sc2ccccc21
 : -3.1, -233, -2
COc1cccc(/C=C2/CN(C)CC3=C2OC(N)=C(C#N)C3c2cccc(OC)c2)c1 (stereo not given)
 : 0.07, -7, 0.49
Cc1cc(-n2ccc(=O)[nH]c2=O)nc(-c2ccccc2)n1
 : -0.44, -65, -1.1
CN(C)C(=O)CSc1nc2ccccc2c(=O)[nH]1
 : 1.3, 23, 0.92
O=C(Nc1cccnc1)C1(F)C(F)(F)C(F)(F)C(F)(F)C(F)(F)C1(F)F
 : -0.55, 50, -0.63
Cc1ccccc1CN1CCN(C(=O)c2cccc(F)c2)CC1
 : 0.49, -114, 0.26
CC(=O)Cc1nsc(NC(=O)c2ccc(COc3ccc(C)cc3)o2)n1
 : -0.09, x, -0.49
COc1ccccc1C(C)NCC(=O)Nc1ccccc1C(F)(F)F (stereo not given)
 : 1.1, -27, 0.48
C=CCNC(=O)C(C)Sc1ccc(Cl)cc1 (stereo not given)
 : 0.74, -317, -0.04
CC(C)C(=O)Nc1ccc(N2CCN(S(C)(=O)=O)CC2)cc1
 : 0.45, x, 0.04

Laid out differently: three of the compounds above.
| SMILES | SDO1 yeast rescue | Insulin prom inh | SDO1 yeast rescue Rescue 24 h |
| --- | --- | --- | --- |
| Cc1ccc(Nc2nnns2)cc1 | 0.15 | 18 | -0.41 |
| CCN1/C(=C/c2ccc3cccc(C)c3[n+]2CC)Sc2ccccc21 | -3.1 | -233 | -2 |
| COc1cccc(/C=C2/CN(C)CC3=C2OC(N)=C(C#N)C3c2cccc(OC)c2)c1 (stereo not given) | 0.07 | -7 | 0.49 |
